Tau fluor cs = counter-screen for tau fibril formation inhibitors | Potency, µM (series often up to 57.7 µM), for the others: top-dose activity change, negative = decrease | 280,000 tested, 0.93% active | tau K18 P301L Alexa594 fluorescence, heparin fibrillization; further: on the % scale 0 is the no-effect control and ±100 the full control effect; nearly all actives have a fitted effect of over 55% in size
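Human tau K18 P301L (15 uM unlabeled, 0.24 uM Alexa 594-labeled) in 100 mM sodium acetate pH 7 with 20 uM heparin, 6 hr at 37 C. ThT 30 uM added, 1 hr ambient; Alexa 594 FP and total fluorescence read at 555/632 nm.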
Tau fibril FP = tau fibrillization inhibition (FP). P10636. K18 P301L tau heparin fibrillization, Alexa594 FP, 6 h. Potency, µM (top dose mostly 57.7 µM), for inactives: top-dose activity, negative = inhibition, most hits filed as inhibitors. 280,000 tested, 0.39% active. AID 1468; further: on the % scale 0 is the no-effect control and ±100 the full control effect; nearly all actives have a fitted effect of over 55% in size
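Compound effects on tau fibrillization are measured by Alexa 594 fluorescence polarization (ex 555, em 632 nm). K18 P301L tau is used at 15 uM with 0.24 uM labeled tracer, and 20 uM heparin induces aggregation over 6 hr at 37 C.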
HttQ103 aggreg = inhibitors of mutant huntingtin aggregate formation in PC12 cells. PC12 HttQ103-GFP aggregates, Acumen cytometry, 40 h. Potency, µM (doses to about 46.1 µM), inactives show at the highest dose activity change, negative = inhibition, most hits filed as inhibitors. 220,000 tested, 1.1% active. AID 1688; further: on the % scale 0 is the no-effect control and ±100 the full control effect; nearly all actives have a fitted effect of over 60% in size
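Compounds (qHTS titration) were added to PC12 cells expressing an ecdysone-driven HTT exon 1 Q103–GFP fusion after induction with 100 nM tebufenozide. Aggregate formation was measured as GFP objects in cell lysates.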
HTT cytoprotect = cytoprotection in Huntington HTT-Q103 PC12 cell model | 230,000 tested, 0.14% active | Potency, µM (series often up to 56.4 µM), inactives show cytoprotection (ATP increase), actives largely listed as activators | PC12 HTT-Q103 induced, cytoprotection, ATP luminescence, 40 h | AID 1471;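 further: % of control where 0% means no effect; nearly all actives have a fitted effect of over 45% in size; toxic huntingtin expression switched on by the ecdysone agonist tebufenozide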
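Readout: ATPlite luminescence (ATP level). Model: stable PC12, inducible Htt exon1 Q103-GFP. Inducer: tebufenozide, 100 nM final. Compounds: dose series. No G418 in medium.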
ALDH1A1 inh = inhibitors of human aldehyde dehydrogenase 1A1 | P00352 | Purified ALDH1A1, NADH fluorescence, propionaldehyde substrate | Potency, µM (titrated, usually from 75.3 µM), inactives show at the top dose activity, negative = inhibition, most hits filed as inhibitors | 220,000 tested, 7.3% active | AID 1030; active means well fitted inhibition curve with a large enough effect, not every such curve was filed as active; inconclusive means small, poorly fitted or top-dose-only effect, or another doubt; inactive means no such curve, though single readings can be large or run the other way;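 further: plate controls were no enzyme wells and a reference inhibitor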
Tau fibril ThT = inhibitors of human tau fibril formation, thioflavin T binding. P10636. 270,000 tested, 2.1% active. Potency, µM (series often up to 57.4 µM), for inactives: at the top dose activity, negative = inhibition, actives largely listed as inhibitors. AID 1460. recombinant tau K18 P301L, heparin-induced fibrillization, ThT fluorescence; further: on the % scale 0 is the no-effect control and ±100 the full control effect; nearly all actives have a fitted effect of over 55% in size
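Fibril formation assay: tau K18 P301L at 15 uM with trace Alexa 594 label, heparin inducer 20 uM, pH 7 sodium acetate buffer, 37 C for 6 hr; endpoint ThT signal.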
SMN2 splice up = SMN2 splice variant enhancement; AID 1458; 210,000 tested, 2.8% active; Potency, µM (top dose mostly 46.1 µM), without a hit: at the highest dose activity change, positive = activation, usual class: activators; HEK293 SMN2-luciferase splicing reporter, luminescence, 30-36 h; further: % of control where 0% means no effect; nearly all actives have a fitted effect of over 55% in size
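HEK293 cells carry an SMN2 […]–luciferase reporter in which exon 7 inclusion puts luciferase in frame. Cells were plated 10-12 h before compound addition, then incubated 30-36 h at 37C. ONE-Glo luminescence was read; sodium butyrate at 4.5 mM final served as control.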
KDM4E inh = JMJD2E (human) inhibition. AID 2147. Potency, µM (series often up to 57.1 µM), for the others: at the highest dose activity change, negative = inhibition, usual class: inhibitors. B2RXH2. 230,000 tested, 1.6% active. JMJD2E catalytic domain, FDH-coupled NADH fluorescence (FDH is formaldehyde dehydrogenase); active means well fitted inhibition curve with a large enough effect, not every such curve was filed as active; inconclusive means small, poorly fitted or top-dose-only effect, or another doubt; inactive means no such curve, though single readings can be large or run the other way;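 further: 0% = wells with enzyme and -100% = buffer wells without enzyme; nearly all actives have a fitted effect of over 50% in size; many of its hits are not listed in these tables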
An asterisk follows results filed as active; ? = inconclusive; . = not tested or not shown; [ ] = dose if it differs, or a comment. Unless noted, the call rests on the fitted dose curve; in most records, active means well fitted curve in the direction sought with a large enough effect; inconclusive means small, poorly fitted or top-dose-only effect, or another doubt; inactive means no such curve, though single readings can be large; an effect the other way counts as inactive or inconclusive. Potency means the concentration at half of the fitted maximal effect.

SMILES	Tau fluor cs	Tau fibril FP	HttQ103 aggreg	HTT cytoprotect	ALDH1A1 inh	Tau fibril ThT	SMN2 splice up	KDM4E inh
O=C(O)CSC(=S)N1CCCC1	-1%	2%	7%[9.22 µM]	30%[10 µM]	.	-7%	.	1%
CCc1c(C)nc2[nH]nc(NC(=O)C(F)(F)F)n2c1=O	-1%	1%	-15%	7%[10 µM]	?	-11%	-23%	0%
Cc1cc(C)c2[nH]c(=O)c(CN(CC3CCCO3)C(=S)NCc3ccco3)cc2c1 (stereo unspecified)	5%	-2%	6%	34%[10 µM]	?	6%	3%	?
CC(=O)c1ccc(NC(=O)CC(NCCC2=CCCCC2)C(=O)O)cc1 (stereo unspecified)	4%	0%	3%	-6%[0.074 µM]	?	-1%	11%	0%
CCc1ccc(N2CC34C=CC(O3)C(C(=O)OC(C)C)C4C2=O)cc1 (stereo unspecified)	5%	0%	-11%	-14%[10 µM]	3%	-3%	1%	5%
Cc1ccc(/C=C/C(=O)Nn2cnnc2)cc1	-15%	?	-19%	16%	-2%	14µM*	-6%	3%
COc1ccc(C(=O)CSc2n[nH]c(-c3ccco3)n2)cc1	-8%	-7%	12%[9.22 µM]	-7%	-6%	?	-12%	2%
O=C(Nc1ccc(-c2csc(Nc3ccccc3)n2)cc1)c1cc([N+](=O)[O-])cc(C(F)(F)F)c1	4µM*[quencher]	0%	-23%[9.22 µM]	16%[10 µM]	.	3.5µM*	.	-3%
Cc1c(CNC(C)CCc2ccccc2)c(C(=O)O)c(C)n1Cc1ccc(F)cc1Cl (stereo unspecified)	-8%	-6%	.	.	.	-5%	?	.
O=C(c1cc([N+](=O)[O-])ccc1N1CCOCC1)N1CCCC1	-2%	1%	-10%	26%[10 µM]	8%	-3%	-2%	12%
CCOC(=O)c1c(-c2ccccc2)[nH]c2ccc(O)cc12	-27%	?	3%	-21%	?	?	52%	?
CCc1cccc(C)c1NC(=O)Nc1ccc2c(c1)OCO2	-8%	-2%	-9%	.	-1%	-7%	21%	13%
COc1ccc(OC)c(NC(=O)C2CCN(C(=O)c3cccs3)CC2)c1	-2%	3%	.	.	2%	3%	2%	3%
CCSc1nnc(NC(=O)CCNS(=O)(=O)c2cc(Br)cnc2N)s1	-21%	1%	8%	-5%[1.9 µM]	-13%	-10%	-23%	-5%
CCCCNC(=O)c1cc2c(-c3ccc(Cl)cc3)nn(C)c2s1	-17%	-5%	-11%	-17%	?	-7%	11%	?
Cn1[nH]c(C(F)(F)F)c(C=Nc2ccc(Cl)cc2)c1=O	-8%	-3%	1%	-29%	3%	-9%	4%	-9%
Cc1cc(C)c(C)c(OCC(=O)NCc2nc(-c3ccccc3)no2)c1	-16%	-3%	3%	-16%	-6%	-8%	7%	-6%
COc1ccccc1NC(=O)CN(C)S(=O)(=O)c1ccc2c(c1)CCC(=O)N2	-8%	-2%	9%	-10%	-9%	-13%	2%	7%
CC(C)Nc1oc(-c2cccc3ccccc23)nc1C#N	?	-5%	?	-71%[inhibitor][0.074 µM]	?	?	10%	?
CC(=O)N1CCN(c2ccccc2NC(=O)c2ccc(C#N)cc2F)CC1	-10%	-1%	17%[9.22 µM]	36%[10 µM]	11%	-6%	.	9%
CCOc1ccccc1N1CCN(C(=O)COc2ccc3c(C)cc(=O)oc3c2)CC1	2%	12%	-6%	-1%	?	-2%	1%	?
COCC(=O)N(Cc1cc2ccccc2[nH]c1=O)c1ccc(OC)cc1	-5%	3%	-8%	-5%[0.074 µM]	32µM*	-11%	-1%	-28%
Cc1c(NC(=O)Nc2cccs2)cccc1[N+](=O)[O-]	?	9%	-17%	-15%	-14%	-17%	-34%[inhibitor]	0%
CCOC(=O)c1ccccc1NC(=O)c1ccccc1N(C)S(C)(=O)=O	3%	8%	25%	2%	10%	1%	-4%	5%
CN(C)CCCNS(=O)(=O)c1cc(Cl)ccc1Cl	-5%	-3%	-16%	-3%	3%	-10%	11%	8%
SMILES	Tau fluor cs	Tau fibril FP	HttQ103 aggreg	HTT cytoprotect	ALDH1A1 inh	Tau fibril ThT	SMN2 splice up	KDM4E inh
O=C(O)COc1ccccc1Cc1ccccc1	2%	-1%	-6%	-23%[10 µM]	1%	2%	-4%	5%
Cc1ccc(S(=O)(=O)N2CCCC2C(=O)Oc2ccccc2)cc1 (stereo unspecified)	-4%	13%	-7%	3%[10 µM]	-5%	-18%	.	3%
O=C(Cn1c(NCCO)nc2ccccc21)c1ccc(Cl)cc1	2%	1%	-15%	-29%[10 µM]	-4%	6%	-10%	6%
CCN(CC)C(=O)c1sc(NC(=O)c2cccc([N+](=O)[O-])c2)c(C#N)c1C	-16%	5%	-30%	-31%[10 µM]	-11%	-11%	-95%[inhibitor]	3%
CCN1C(C)=C(C)S/C1=C1\SC(=S)N(C2CCCCC2)C1=O	2%[2.34 µM]	-4%[2.34 µM]	?	-73%[inhibitor][10 µM]	-8%	-2%	.	8%
CCCCOn1c(C)c(C(=O)OCC)c2c3no[n+]([O-])c3ccc21	-2%	-1%	23%	-29%	-9%	-11%	-14%	-3%
O=C1CCCN1c1ccc(S(=O)(=O)NCCOc2ccccc2)cc1	-10%	-2%	?	-10%[1.9 µM]	-5%	-17%	-51%[inhibitor]	2%
O=C(Nc1ccc2c(c1)OCCO2)c1cc(-c2ccccn2)nc2ccc(Br)cc12	-17%	11%	2%[9.22 µM]	-25%[10 µM]	5%	?	-7%	-2%
CCn1ncc(Br)c1C(=O)Nc1cc(C)ccc1F	-21%	-6%	1%	-33%	12%	-19%	-30%	12%
C[C@H](NCCc1ccc(O)cc1)[C@@H](O)c1ccc(O)cc1	.	.	11%	-33%[inhibitor]	-8%[20.9 µM]	.	0%[20.6 µM]	0%[25.5 µM]
Cc1ccc(-n2c(SCc3ccc(C#N)cc3)nnc2-c2ccccn2)cc1	0%	1%	-15%	0%[0.074 µM]	1%	-11%	-6%	3%
Cc1cccc(-c2nc3cc(NC(=O)C4CCCO4)ccc3o2)c1 (stereo unspecified)	-2%	3%	28%	.	?	-11%	1µM*	?
COc1ccc2nc(NC(=O)Cn3cnc4ccccc4c3=O)sc2c1	3%	-4%	-3%[9.22 µM]	-7%[10 µM]	.	.	.	?
COc1cccc(CN2CCN(C(=O)c3cccc4ccccc34)CC2)c1OC	-15%	-7%	-27%	1%[10 µM]	?	-15%	2%	?
O=C(CC1N=C2c3ccccc3N=C(SCc3ccccc3Cl)N2C1=O)NCc1ccco1 (stereo unspecified)	-11%	?	?	5%[10 µM]	?	?	?	?
CC(=NCC1CCNCC1)C1=C(O)CC(C)(C)CC1=O	-4%	-2%	-5%	6%	-2%	?	-12%	7%
CCOC(=O)C1=C(C)N(CCO)C(=O)NC1c1cccc(O)c1 (stereo unspecified)	-4%	-4%	10%	8%	2%	-6%	-10%	3%
Cc1cccnc1NC(=S)NCCc1ccccc1	-19%	3%	-15%	-17%	?	-17%	?	?
O=C(NC1CCN(Cc2ccccc2)CC1)c1ccc(Cn2c(=O)c3ccccc3n(Cc3cccc(F)c3)c2=O)cc1	-6%	-2%	.	.	.	4%	0%	.
CCC(Sc1nc2sc(C(=O)OC)c(C)c2c(=O)n1N)C(=O)N(CC)CC (stereo unspecified)	-4%	-2%	4%[9.22 µM]	-6%	?	-11%	-9%	?

Already shown: entries from further up.
SMILES	Tau fluor cs	Tau fibril FP	HttQ103 aggreg	HTT cytoprotect	ALDH1A1 inh	Tau fibril ThT	SMN2 splice up	KDM4E inh
O=C(c1cc([N+](=O)[O-])ccc1N1CCOCC1)N1CCCC1	-2%	1%	-10%	26%[10 µM]	8%	-3%	-2%	12%
CCOC(=O)c1c(-c2ccccc2)[nH]c2ccc(O)cc12	-27%	?	3%	-21%	?	?	52%	?

A portion taken from the entries so far, for reference:
SMILES	Tau fluor cs	Tau fibril FP	HttQ103 aggreg	HTT cytoprotect	ALDH1A1 inh	Tau fibril ThT	SMN2 splice up	KDM4E inh
C[C@H](NCCc1ccc(O)cc1)[C@@H](O)c1ccc(O)cc1	.	.	11%	-33%[inhibitor]	-8%[20.9 µM]	.	0%[20.6 µM]	0%[25.5 µM]
Cc1ccc(-n2c(SCc3ccc(C#N)cc3)nnc2-c2ccccn2)cc1	0%	1%	-15%	0%[0.074 µM]	1%	-11%	-6%	3%
Cc1cccc(-c2nc3cc(NC(=O)C4CCCO4)ccc3o2)c1 (stereo unspecified)	-2%	3%	28%	.	?	-11%	1µM*	?
COc1ccc2nc(NC(=O)Cn3cnc4ccccc4c3=O)sc2c1	3%	-4%	-3%[9.22 µM]	-7%[10 µM]	.	.	.	?
COc1cccc(CN2CCN(C(=O)c3cccc4ccccc34)CC2)c1OC	-15%	-7%	-27%	1%[10 µM]	?	-15%	2%	?
O=C(CC1N=C2c3ccccc3N=C(SCc3ccccc3Cl)N2C1=O)NCc1ccco1 (stereo unspecified)	-11%	?	?	5%[10 µM]	?	?	?	?
CC(=NCC1CCNCC1)C1=C(O)CC(C)(C)CC1=O	-4%	-2%	-5%	6%	-2%	?	-12%	7%
CCOC(=O)C1=C(C)N(CCO)C(=O)NC1c1cccc(O)c1 (stereo unspecified)	-4%	-4%	10%	8%	2%	-6%	-10%	3%
Cc1cccnc1NC(=S)NCCc1ccccc1	-19%	3%	-15%	-17%	?	-17%	?	?
O=C(NC1CCN(Cc2ccccc2)CC1)c1ccc(Cn2c(=O)c3ccccc3n(Cc3cccc(F)c3)c2=O)cc1	-6%	-2%	.	.	.	4%	0%	.
CCC(Sc1nc2sc(C(=O)OC)c(C)c2c(=O)n1N)C(=O)N(CC)CC (stereo unspecified)	-4%	-2%	4%[9.22 µM]	-6%	?	-11%	-9%	?

These rows are one share of the data. The share of hits here may be higher or lower than overall.
